aGlu spleen mod = qHTS Assay for Inhibitors and Activators of Human alpha-Glucosidase From Spleen Homogenate; Potency, µM (series often up to 79.9 µM), for the others: top-dose activity change, negative = inhibition, actives largely listed as inhibitors; 0.006% of 240,000 active; human spleen homogenate, 4-MU-alpha-glucoside fluorescence; Lysosomal alpha-glucosidase (Homo sapiens), P10253;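 also: 0% = enzyme with vehicle and -100% = no enzyme basal signal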
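AC50 values come from Hill-equation fits of concentration-response data, normalized to no-enzyme and full-activity controls. Enzyme source: 1 ug human spleen homogenate; 1 mM fluorogenic 4-MU glucoside, pH 5.0 citrate buffer, 37 C, 40 min.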
GAA glycogen mod = qHTS Assay for Inhibitors and Activators of Human alpha-Glucosidase Cleavage of Glycogen; 0.38% of 300,000 active; AID 2100, 2009; recombinant GAA, glycogen substrate, Amplex Red glucose oxidase fluorescence; Lysosomal alpha-glucosidase (Homo sapiens), P10253; Potency, µM (highest dose often 76.4 µM), for the others: top-dose activity change, negative = inhibition, hits mostly inhibitors;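 also: 0% = full enzyme reaction and -100% = no-enzyme basal signal; the screen sought inhibitors and activators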
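Recombinant enzyme (4 nM final) with compounds titrated up to 77 uM and bovine liver glycogen (30 ug) in citrate pH 5.0, 0.01% Tween-20, 37 C 40 min. Released glucose detected by Amplex Red/glucose oxidase (Ex 573/Em 610); AC50 from Hill fits.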
Tau fluor cs = Counterscreen qHTS for Inhibitors of Tau Fibril Formation, Fluorescence Polarization. tau K18 P301L Alexa594 fluorescence, heparin fibrillization. Potency, µM (doses to about 57.7 µM), inactives show top-dose activity change, negative = decrease. 0.93% of 280,000 active; also: % is scaled to controls: 0 for no effect and ±100 for the full control effect; nearly all actives have a fitted effect of over 55% in size
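Human tau K18 P301L (15 uM unlabeled, 0.24 uM Alexa 594-labeled) in 100 mM sodium acetate pH 7 with 20 uM heparin, 6 hr at 37 C. ThT 30 uM added, 1 hr ambient; Alexa 594 FP and total fluorescence read at 555/632 nm.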
Epigenetic derep = Quantitative High-Throughput Screen for Regulators of Epigenetic Control; murine LDR cells, GFP reporter derepression, 30 h; Potency, µM (doses to about 53.9 µM), for the others: top-dose GFP activation, hits mostly activators; 0.2% of 280,000 active; also: % of control where 0% means no effect; nearly all actives have a fitted effect of over 60% in size
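Murine LDR cells carrying a silenced, genomically integrated CMV-driven GFP reporter were exposed to compound for 30 hours at 37 C. After PBS washes, GFP-positive cells (20–120 um objects) were counted by laser-scanning microplate cytometry.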
ALDH1A1 inh = qHTS Assay for Inhibitors of Aldehyde Dehydrogenase 1 (ALDH1A1); Purified ALDH1A1, NADH fluorescence, propionaldehyde substrate; AID 1030, 2008; Aldehyde dehydrogenase 1A1 (Homo sapiens), P00352; Potency, µM (doses to about 75.3 µM), inactives show at the top dose activity, negative = inhibition, actives largely listed as inhibitors; 7.3% of 220,000 active; active = well fitted inhibition curve with a large enough effect, not every such curve was filed as active; inconclusive = small, poorly fitted or top-dose-only effect, or another doubt; inactive = no such curve, though single readings can be large or run the other way;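 also: plate controls were no enzyme wells and a reference inhibitor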
GAA inhib = qHTS Assay for Inhibitors of Human alpha-Glucosidase as a Potential Chaperone Treatment of Pompe Disease | Lysosomal alpha-glucosidase (Homo sapiens), P10253 | purified human GAA, 4-MU-alpha-glucoside fluorescence | Potency, µM (doses to about 76.9 µM), for inactives: at the top dose activity change, negative = inhibition, hits mostly inhibitors | 0.005% of 200,000 active | AID 1466, 2008;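 also: plate controls were uninhibited enzyme wells for no effect and no-enzyme background for full effect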
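Human alpha-glucosidase, 4 nM, pre-mixed with test compounds before 400 uM 4-methylumbelliferyl substrate; 20 min room temperature at pH 5.0. Fluorescence read after pH 10 stop; AC50 values from Hill-equation fits.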
NPSR antag = qHTS Assay for Antagonists of the Neuropeptide S Receptor: cAMP Signal Transduction | Q6W5P4 | Potency, µM (top dose mostly 38.3 µM), for inactives: at the top dose activity change, negative = inhibition, actives largely listed as inhibitors | CHO-NPSR cells, cAMP TR-FRET, antagonist mode | 1% of 220,000 active; also: % is scaled to controls: 0 for no effect and ±100 for the full control effect; nearly all actives have a fitted effect of over 50% in size; many of its hits are not listed in these tables
Target sequence (Q6W5P4 whole entry, looked up): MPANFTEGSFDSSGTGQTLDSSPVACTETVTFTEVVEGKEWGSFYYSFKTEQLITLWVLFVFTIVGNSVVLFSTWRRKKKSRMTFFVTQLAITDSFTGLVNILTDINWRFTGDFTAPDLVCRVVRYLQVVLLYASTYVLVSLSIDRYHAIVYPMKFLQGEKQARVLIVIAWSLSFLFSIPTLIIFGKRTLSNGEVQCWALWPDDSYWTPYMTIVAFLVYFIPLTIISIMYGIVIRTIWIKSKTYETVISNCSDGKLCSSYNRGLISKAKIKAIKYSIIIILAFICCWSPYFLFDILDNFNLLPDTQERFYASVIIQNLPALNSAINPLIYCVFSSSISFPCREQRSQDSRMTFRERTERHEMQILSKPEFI
GLA spleen mod = qHTS Assay for Inhibitors and Activators of Human alpha-Galactosidase From Spleen Homogenate | human spleen homogenate, 4MU-alpha-Gal fluorescence, 40 min | Alpha-galactosidase A (Homo sapiens), P06280 | 0.008% of 240,000 active | Potency, µM (doses to about 80 µM), for inactives: at the highest dose activity change, negative = inhibition, actives largely listed as inhibitors;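 also: 0% = enzyme with vehicle and -100% = no enzyme basal signal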
Target sequence (P06280 32-429 limits assumed): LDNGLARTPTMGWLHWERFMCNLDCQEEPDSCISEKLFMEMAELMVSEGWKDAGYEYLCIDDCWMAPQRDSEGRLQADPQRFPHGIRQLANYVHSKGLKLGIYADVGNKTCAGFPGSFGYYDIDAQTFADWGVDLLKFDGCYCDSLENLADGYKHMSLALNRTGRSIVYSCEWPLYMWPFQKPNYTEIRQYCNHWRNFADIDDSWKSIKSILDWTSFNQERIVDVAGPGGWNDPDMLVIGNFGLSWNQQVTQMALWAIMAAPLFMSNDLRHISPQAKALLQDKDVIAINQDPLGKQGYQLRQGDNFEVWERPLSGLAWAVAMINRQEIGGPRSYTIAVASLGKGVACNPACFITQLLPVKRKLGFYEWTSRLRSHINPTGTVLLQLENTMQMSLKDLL
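qHTS titration in buffer at pH 5.0. Alpha-galactosidase activity in spleen homogenate was measured via 4-methylumbelliferone release from 1 mM fluorogenic substrate after 40 min at 37C and a pH 10 stop. AC50 came from Hill fits of control-normalized data.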
Starred values were filed as active, the others as inactive; ? = inconclusive; / = not tested or not shown; [ ] = another dose, or the depositor's remark. Unless noted, calls follow the shape of the dose curve; as a rule, active = well fitted curve in the direction sought with a large enough effect; inconclusive = small, poorly fitted or top-dose-only effect, or another doubt; inactive = no such curve, though single readings can be large; an effect the other way counts as inactive or inconclusive. Potency is read from the fitted curve at half-maximal effect. The list is partial; rates above refer to the full screens.

SMILES	aGlu spleen mod	GAA glycogen mod	Tau fluor cs	Epigenetic derep	ALDH1A1 inh	GAA inhib	NPSR antag	GLA spleen mod
Cc1ccc[n+](CC(=O)N2CCCc3ccccc32)c1	6%	8%	-12%	-4.8%	-2%	13%	-17%	3%
CCN(CC)S(=O)(=O)c1cccc(NC(=O)C(=O)c2c(-c3ccccc3)cc3ccccn23)c1	-7%	-7%	?	0.1%	?	-12%	-24%[46.1 µM]	-3%
COc1ccc(N2CCN(CCNC(=O)c3nnc(Cc4c(F)cccc4Cl)o3)CC2)cc1	-2%	-20%	-20%	1.0%	-4%	-9%	-7%[46.1 µM]	5%
CCn1nc([N+](=O)[O-])c(C(C#N)c2nc3cc(C(F)(F)F)ccc3s2)c(Cl)c1=O (configuration not stated)	-7%	-10%	6.3µM*[quencher]	-1.4%	0.4µM*	-8%	?	-6%
COc1ccc(Cl)cc1-c1ccc(C(=O)O)s1	-8%[119 µM]	/	-3%[81.3 µM]	5.0%[96.6 µM]	?	/	/	8%[119 µM]
CNC(=S)N1CCN(C(=O)C2CCCO2)CC1 (configuration not stated)	-9%	2%	4%	-0.9%	3%	-1%	9%	-1%
CCOC(=O)c1[nH]c2ccc(Br)cc2c1NC(=O)CCN1CCCC(C)(C)C1	6%	1%	-8%	?	?	-1%	3%	7%
S=C(N/N=C/c1ccc2ncccc2c1)Nc1ccccc1	5%	-20%	-14%	1.3%	?	2%	?	9%
NC(=O)C1(N2CCCCC2)CCN(C(=O)c2cccn3c(=O)c4cc(Cl)ccc4nc23)CC1	-2%	-4%	-7%	0.0%	?	9%	-9%[46.1 µM]	?
S=C(Nc1ccc(Nc2ccccc2)cc1)N1CCN(c2ncccn2)CC1	-7%	8.9µM*	?	0.9%[10.1 µM]	13µM*	2%	-13%	2%
O=S(=O)(c1ccccc1C(F)(F)F)N1CCN(S(=O)(=O)c2ccccc2C(F)(F)F)CC1	2%	1%	-14%	-0.9%	4%	-2%	-7%[46.1 µM]	3%
NS(=O)(=O)c1ccc(NC(=S)N2CCN(c3ccccc3)CC2)cc1	7%	-2%	5%	-1.1%	15%	-3%	4%	3%
O=C(Nc1nc(-c2ccccc2)cs1)c1ccc(S(=O)(=O)N2CCc3ccccc32)cc1	-1%	-3%	-6%	-6.0%	0%	-1%	4%	5%
Cc1c(Cc2ccc3c(c2)OCO3)sc(NC(=O)c2ccc3ccccc3c2)c1C(N)=O	6%	-5%	-26%	-0.3%	?	?	-56%	5%
C[C@@H]1C[C@@H]2[C@H]3CCC4=CC(=O)C=C[C@]4(C)[C@]3(F)[C@@H](O)C[C@]2(C)[C@@]1(O)C(=O)CO	-10%[29.1 µM]	/	/	-0.3%[16.9 µM]	6%[20.9 µM]	/	/	4%[29.1 µM]
Cc1ccccc1C(=O)c1cccn1CC(=O)NCC1CCCO1 (configuration not stated)	1%	7%	-5%	-1.0%	-3%	8%	-10%[46.1 µM]	5%
Cc1ccc(S(=O)(=O)N2CCN(Cc3nc4sc(C)c(C)c4c(=O)[nH]3)CC2)cc1	-3%	-1%	2%	-1.7%	-3%	1%	-14%[46.1 µM]	-3%
Cc1c(Cl)cccc1NC(=S)N1CCN(c2ccc([N+](=O)[O-])cn2)CC1	-1%	-1%	-6%	0.1%	/	/	-58%	5%
Cc1c(N=C(N)/N=C(\N)Nc2ccccc2)c(=O)n(-c2ccccc2)n1C	-3%	-1%	3%	0.0%	4%	-7%	-3%[46.1 µM]	3%
COc1ccccc1N1CCN(CC(=O)NCCc2ccc(S(N)(=O)=O)cc2)CC1	-15%	-13%	-1%	-5.9%	5%	4%	15%	6%
CC1=CC=CC2=NC(=O)CC(C)(C(=O)N(CC(=O)NC3CCCC3)c3ccccc3C)N12 (configuration not stated)	10%	7%	-3%	0.0%	?	?	6%[46.1 µM]	?
COCCNC(=O)C(c1ccccc1F)N(C(=O)C(=O)NC1CCCC1)C1CCCCC1 (configuration not stated)	-3%	-21%	4%	8.8%	15%	-5%	-12%	0%
COc1ccc(NC(=O)C(=O)N/N=C(\C)CC(=O)Nc2cc(C)ccn2)c(OC)c1	-1%	-21%	-5%	0.1%	/	/	-2%	-6%
Cc1n[nH]c(=O)nc1NCc1ccccc1Cl	-3%	3%	2%	-1.1%	8%	8%	-2%[46.1 µM]	-9%
CC(=O)C(Sc1ccc2nnc(-c3ccc(F)cc3)n2n1)C(C)=O	-4%	3%	-6%	0.0%	?	-3%[15.4 µM]	-10%[46.1 µM]	5%
CC12CCC(C(=O)N(c3ccc(Cl)cc3)C1=O)C2(C)C (configuration not stated)	5%	5%	-7%	-3.2%	2%	-1%	7%	1%
CCOC(=O)c1sc2nc(C)cc(C)c2c1NC(=O)c1ccco1	-2%	6%	-16%	1.1%	?	5%	-3%[46.1 µM]	9%
CCc1ccc(NC(=O)C(=O)N/N=C(\C)CC(=O)Nc2ccc(OC)cc2)cc1	5%	?	-6%	8.8%	?	0%	16%	-8%
O=C(CN1CCOCC1)Nc1ccc(Oc2ccccc2)cc1	-11%	3%	-7%	1.5%	?	-3%	2%[46.1 µM]	4%
Cc1cc(/C=C(\C#N)C(=O)O)c(C)n1CC(C)C	-17%	-4%	-1%	-0.9%	3%	1%	5%[46.1 µM]	-9%
O=C(Nc1ccc2c(c1)OCCO2)C1CCN(C(=O)c2ccccc2)CC1	-11%	4%	-9%	-0.9%	14µM*	-15%	-4%[46.1 µM]	-2%
c1cncc(CNc2ncn[nH]2)c1	-3%	-1%	-8%	-1.0%	10%[13.5 µM]	/	15%	2%
CC1(C2(O)CC(c3ccccc3)ON2)CCCCC1 (configuration not stated)	0%	-9%	-14%	-6.2%	-1%	-5%	-7%[46.1 µM]	-1%
CS(=O)(=O)NCCCCNc1ccc(C(F)(F)F)cc1[N+](=O)[O-]	-2%	16%	-14%	2.3%	6%	11%	-15%	-4%
CCOc1ccc(-c2c(=O)n(OCc3ccccn3)c3ccccc3[n+]2[O-])cc1	-3%	10%	-5%	5.5%	-11%	0%	-17%[46.1 µM]	-1%
COc1ccc([N+](=O)[O-])cc1N(CC(=O)NCCSc1ccccc1)S(C)(=O)=O	0%	4%	-19%	4.7%	?	11%	2%	-7%
O=C1CC(Sc2cccs2)C(=O)N1c1ccccc1 (configuration not stated)	1%	-13%	-6%	0.0%	13µM*	-5%	-14%	5%
Cc1ccc(Cl)cc1N1CCN(C(c2ccc(C#N)cc2)c2nnnn2C2CCCC2)CC1 (configuration not stated)	1%	3%	-14%	-1.6%	?	-1%	-8%[7.67 µM]	-3%
COc1ccc(-c2nsc3c(N4CCCCC4C)ncnc23)cc1 (configuration not stated)	5%	-9%	-13%	1.1%	-68%	10%	-27%	-1%
CC(C(=O)Nc1ccc(C#N)cc1)N(C)CC(=O)Nc1ccccc1Br (configuration not stated)	-10%	2%	-15%	-0.8%	?	-5%	-38%	-10%
CC(=O)O/N=C(\N)c1ccc(-c2csnn2)cc1	1%	2%	-11%	2.4%	-3%	4%	-15%	3%
Cc1nn(C)c(Cl)c1/C=N/OC(=O)c1ccccc1	5%	18%	-7%	-0.3%	-29%	5%	9%	-2%
C=CCNc1nc(N2CCOCC2)nc(N2CCOCC2)n1	0%	0%	0%	-0.8%	3%	-3%	9%[46.1 µM]	2%
Cn1c(COc2ccccc2)nnc1SCC(=O)c1cccc([N+](=O)[O-])c1	-4%	2%	-13%	-3.2%	1%	-3%	-15%[46.1 µM]	-14%
Nc1nc(C2CC(=O)OC23CCCCC3)cs1 (configuration not stated)	-2%	3%	-5%	-1.0%	?	2%	-2%	-2%
O=C1C2C(C(=O)N1/N=C/c1ccc([N+](=O)[O-])o1)C1C=CC2C12CC2 (configuration not stated)	-8%	1%	8%	?	?	-12%	2%	-11%
COc1cc(C(C(=O)NC2CCCCC2)N(C(=O)Cc2c[nH]c3ccccc23)c2ccccc2C)cc(OC)c1OC (configuration not stated)	1%	-2%	-24%	1.1%	9%	-13%	5%	9%
N#C/C(=C(/O)Cc1ccccc1)P(=O)(c1ccccc1)c1ccccc1	1%	4%	-8%	1.0%	/	/	-10%	-3%
O=C(/C=C/c1cc[n+](CC(=O)c2ccc3cccc4c3c2CC4)cc1)c1ccc2cccc3c2c1CC3	-7%	-6%	?	1.1%	/	/	-7%	-5%
O=c1c2cccnc2n(-c2ccccc2)n1Cc1c(Cl)cccc1Cl	7%	-5%	-20%	-0.5%	?	13%	-44%	14%
COc1cc(C2C(C(=O)Nc3ccccc3OC)=C(C)Nc3ncnn32)ccc1O (configuration not stated)	-4%	4%	0%	1.4%	8%	-4%	-14%[46.1 µM]	-4%
Cc1nn(-c2ccccc2)c(C)c1/C=N/n1c(-c2ccc(Cl)cc2)n[nH]c1=S	-13%	13%	-4%	1.0%	?	-6%	-38%	3%
